Hep lipid drop – modulators of hepatic lipid droplet formation. AML12 mouse hepatocytes, oleate lipid droplets, BODIPY imaging. inhibition, % at 6.5 µM. AID 1656. actives 0.4% (n = 240,000);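 active = lipid droplet intensity inhibited by at least 50%, with more than 500 cells counted; inconclusive = wells with under 300 cells, treated as cytotoxic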
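System: AML12 hepatocytes (mouse). Probe or stimulus: oleic acid at 100 µM to induce lipid droplet formation. Times: overnight treatment with compound plus oleate. Detection: Image-based BODIPY and DAPI two-channel analysis. Evaluation: percent inhibition of filter-corrected integrated lipid droplet intensity per well.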
LYP phosphatase – inhibitors of LYP phosphatase, biochemical, fluorescence intensity, uHTS (AID 1779); recombinant LYP phosphatase, fluorescence intensity; higher % means a stronger effect; inhibition, % at 11.5 µM; hits with a dose series show IC50 in µM; actives 0.054% (n = 290,000);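 also: plate controls were vehicle with enzyme for no effect and no enzyme for full effect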
HEK293 NOD2/NF-kB – inhibition of NOD2-driven NF-kB reporter – cell-based, luminescence, uHTS, HEK293 (AID 1566); HEK293 NOD2/NF-kB luciferase reporter, luminescence; higher % means a stronger effect; actives 0.63% (n = 290,000); inhibition, % at 4 µM; hits with a dose series show EC50 in µM; also: many of its hits are not listed in these tables
Siah-1 displacement – blockers of Siah-1 interaction with plectin peptide – biochemical, fluorescence polarization, rhodamine-plectin, uHTS, primary screen (AID 1817). Siah-1 / rhodamine-plectin peptide fluorescence polarization; higher % means a stronger effect. one-dose displacement, % at 20 µM; IC50 in µM for titrated hits. actives 0.02% (n = 290,000);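 active = displacement of at least 50% at 20 µM, with a fluorescence ratio check between 0.3 and a set limit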;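 also: plate controls were Siah plus tracer with DMSO for no effect and tracer alone without Siah for full effect; strong numbers were not always called active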
Myeloid diff MLP – promotes myeloid progenitor differentiation | actives 1% (n = 360,000) | AID 624256 | ER-HoxA9 myeloid progenitors, lysozyme-GFP differentiation, flow cytometry | calls only at 10 µM;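 active = normalized GFP-positive differentiation at or above the plate's own cutoff, the solvent-only control mean plus 3 SD; inconclusive = no clear call, values can overlap the other calls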;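 also: cells exposed to compound for four days before flow analysis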
AID2073 – inhibitors of Mint1-CaV2.2 protein interaction, biochemical, HTRF (AID 2073). HTRF protein-protein interaction, Mint1-CaV2.2; higher % means a stronger effect. inhibition, % at 20 µM; hits with a dose series show IC50 in µM. actives 0.19% (n = 290,000); in the data active = inhibition mostly above about 51%, no sharp cut-off; inconclusive = no clear call, values can overlap the other calls; inactive = mostly below about 53%; also: some results filed as inactive read as strong as hits
NS5 inhibitors – flavivirus cap methylation enzyme inhibition – biochemical, confirmation dose response, primary screen (AID 588689) | Dengue-2 NS5 methyltransferase capping enzyme assay, biochemical; higher % means a stronger effect | inhibition, % at 25 µM, or IC50 in µM where a hit was titrated | actives 0.3% (n = 340,000); in the data active = a potency from the dose series; inconclusive = inhibition above about 29% without an active follow-up result
HIV fusion peptide – cell-free HIV fusion peptide-binding blockers – biochemical, uHTS, fluorescence dequenching, primary screen (AID 1986) | actives 0.3% (n = 290,000) | cell-free peptide binding, fluorescence dequenching, 30 min; higher % means a stronger effect | inhibition, % at 20 µM, or IC50 in µM where a hit was titrated; in the data active = inhibition mostly above about 52%, no sharp cut-off; inactive = mostly below about 76%; also: some results filed as inactive read as strong as hits
XIAP displacement – XIAP antagonists, biochemical, IAP family, fluorescence polarization (AID 1018) | XIAP BIR domain, fluorescence polarization peptide displacement; higher % means a stronger effect | one-dose displacement, % at 20 µM; IC50 in µM for titrated hits | actives 0.007% (n = 200,000); in the data active = displacement above about 50%; also: a part of the inactive calls stands beside numbers as strong as those of hits
Hep lipid drop cells 6.5 µM – second read-out of Hep lipid drop, no call of its own (marks repeat the call); cell count; measured here: cell count, cytotoxicity flag;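 cells counted across two imaged fields per well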
NS5 inhibitors pilot replicate – also measured in NS5 inhibitors; calls as there; inhibition, %; measured here: pilot screen replicate inhibition
Myeloid diff MLP GFP+ MAC1+ % – second read-out of Myeloid diff MLP, no call of its own (marks repeat the call); GFP+ MAC1+ double positive, %; measured here: differentiation confirmed by MAC1 staining
Active calls of the source: *; i = inactive; ? = inconclusive; . = no result given; + = active, no number. Rule as the data show it, unless noted: active = inhibition above about 50%; inactive = the rest.

SMILES | Hep lipid drop | Hep lipid drop cells 6.5 µM | LYP phosphatase | HEK293 NOD2/NF-kB | Siah-1 displacement | Myeloid diff MLP | Myeloid diff MLP GFP+ MAC1+ % | AID2073 | NS5 inhibitors | HIV fusion peptide | XIAP displacement | others
CC(C)C1N=C2c3ccccc3N=C(SCC(=O)c3ccc(O)c(O)c3)N2C1=O (configuration not stated) | . | . | 1% | -28% | 1% | i | 0.9 | -14% | 2% | -0.1% | 0.3%
CCN(CC)S(=O)(=O)c1cccc(C(=O)N2CC(O)CC2C(=O)OC)c1 (configuration not stated) | . | . | -5% | 3% | 1% | i | 1.3 | 9% | 9% | -5.1% | -6.6%
CC(Oc1ccc2ccc(=O)oc2c1)C(=O)NC1CC(C)(C)NC(C)(C)C1 (configuration not stated) | -7 | 722 | -10% | 8% | -1% | i | 3.9 | 23% | -4% | 1.5% | .
CCOc1ccc(N=NC2C(=O)N(C(N)=S)N=C2C)cc1 (configuration not stated) | -2 | 777 | -7% | -67% | 3% | i | 1.0 | 6% | 0% | -0.8% | .
Cc1ccc(C)c2c1cc(C)c1nnc(SCC(=O)Nc3cccc(C(=O)O)c3)n12 | -16 | 693 | -3% | 0% | 10% | i | 0.1 | -19% | -12% | -0.6% | .
CCOc1ccc(C(=O)NCC(c2cccs2)N(C)C)cc1 (configuration not stated) | -54 | 745 | 1% | -21% | -3% | i | 0.3 | 17% | -3% | -3.7% | -4.0%
COc1ccc2nc(N3C(=O)CC(Cc4ccc(C)cc4)C3=O)sc2c1 (configuration not stated) | 6 | 664 | -3% | 10% | 12% | i | 0.2 | -4% | 0% | 0.0% | -5.6%
CC(=O)NNC(=O)c1ccncc1 | 30 | 631 | -6% | 8% | 4% | i | 0.7 | 0% | -4% | 2.2% | 1.8%
Cn1c(=O)c(=O)n(C)c2cc(S(=O)(=O)N3CCCCCC3)ccc21 | . | . | -9% | 4% | 4% | i | 1.2 | 5% | -3% | -3.6% | -6.7% | NS5 inhibitors pilot replicate=1.7
CCOC(=O)CSCC(=O)Nc1ccc(S(=O)(=O)N2CCCCC2)cc1 | 2 | 814 | -3% | -10% | 0% | i | 0.6 | -1% | -2% | 0.0% | -11%
CN(C)C(=O)CCCCCCCCC(=O)N(C)C | -18 | 622 | -12% | 8% | 10% | i | 0.7 | 8% | . | 0.3% | .
C=CCn1c(SCC(=O)N(C)C)nc2cc(C(=O)O)ccc2c1=O | -5 | 708 | -4% | 10% | 19% | i | 0.4 | 2% | 1% | -0.2% | -5.2%
CCOc1cc(NS(=O)(=O)c2ccc(OC)cc2)c(OCC)cc1NC(=O)c1ccco1 | -20 | 708 | -2% | 42% | 6% | + | 2.3* | 18% | 17% | 0.9% | -4.0% | NS5 inhibitors pilot replicate=2.1
C=CCN(c1cccc(C(F)(F)F)c1)S(=O)(=O)c1cccc(C(=O)OCC(=O)Nc2ccccc2)c1 | -19 | 635 | 1% | 14% | -3% | i | 1.3 | 5% | -5% | -0.3% | -11%
N#Cc1ccc(NCC(=O)Nc2ccc3c(c2)OCCO3)cc1 | 9 | 721 | -8% | -13% | 2% | i | 0.5 | 0% | -11% | -1.8% | -8.6%
COc1ccc(Nc2nc(N)nc(CSc3nccn3C)n2)cc1 | 0 | 663 | 0% | -72% | -9% | i | 0.2 | -5% | 3% | -1.2% | -18%
Cn1ncc(Cl)c1C(=O)N1CCN(S(=O)(=O)c2ccc(Cl)s2)CC1 | 6 | 838 | -8% | 14% | 8% | i | 1.0 | -4% | 5% | 1.2% | .
CC(=O)Nc1nc(-c2ccccc2)nc(-c2ccccc2OC(C)=O)n1 | . | . | -4% | 14% | -1% | + | 5.1* | -5% | -5% | -2.3% | -4.1%
COc1ccc(Cl)c(OC)c1C(=O)NC(=O)Nc1c(F)cc(F)cc1F | -11 | 664 | -2% | 10% | -2% | i | 1.0 | 10% | . | -0.3% | .
CC(C)OC(=O)Cn1nc(C(F)(F)F)c2c1CCCC2 | -17 | 664 | -10% | -4% | -1% | i | 0.1 | -13% | 15% | -0.7% | -1.4%
O=C(Nc1ccccc1Cl)N1C2CCC1CC(O)(c1cccnc1)C2 (configuration not stated) | 6 | 665 | -8% | 10% | 4% | i | 0.4 | ? | 2% | -0.6% | -2.3%
Cc1ccc(C(=O)/C=C/Nc2ccc(S(=O)(=O)Nc3cc(C)nc(C)n3)cc2)cc1 | 4 | 850 | -2% | -2% | 8% | i | 0.8 | 12% | -7% | 3.3% | .
CC(C)n1c(NCCO)nc2ccccc21 | 5 | 685 | -9% | 4% | 0% | i | 0.3 | 0% | 0% | -0.7% | -5.6%
O=C(Nc1ccc(Br)cc1)c1cnccn1 | . | . | -5% | -36% | -2% | i | 1.3 | -3% | -3% | -2.4% | -14%
Cc1occc1C(=O)NNC(=O)Nc1ccc(Cl)c(Cl)c1 | -9 | 705 | -6% | -10% | 0% | i | 0.9 | -2% | -6% | 2.7% | -7.3%
COc1ccc(C(CC(=O)NCc2ccccc2)Sc2n[nH]c(-c3ccc(Cl)cc3)n2)cc1 (configuration not stated) | -5 | 633 | 1% | -40% | 0% | i | 0.3 | 2% | . | 0.8% | -6.6%
COc1ccc(Oc2c(Cl)cnn(-c3ccc(F)cc3)c2=O)cc1 | 6 | 666 | 1% | 12% | 4% | i | 0.4 | -3% | 3% | -0.1% | -2.3%
C=CCn1c(SCc2ccc(C#N)cc2)nnc1-c1ccccc1 | -14 | 785 | -8% | -7% | -4% | i | 13 | -5% | -1% | -1.6% | -4.3%
COc1ccc(F)c(CN2CCC(n3nccc3NC(=O)CCCc3ccccc3)CC2)c1 | -32 | 659 | -2% | -4% | 2% | i | 0.0 | 6% | -5% | -0.3% | .
COc1ccc(NC(=O)c2cc3cc(OC)ccc3oc2=N)cc1 | 7 | 751 | 14% | 18% | 2% | i | 0.6 | 6% | -2% | -1.4% | -9.4%
C/C(=N\OCC(=O)N/N=C/c1ccccc1O)c1cccs1 | 8 | 790 | 1% | 8% | 4% | i | 1.5 | 11% | -2% | -2.7% | 0.3%
O=C(NNS(=O)(=O)c1ccc(Cl)cc1)c1cc(-c2ccccc2)n[nH]1 | -17 | 748 | 2% | 17% | 11% | i | 0.3 | 7% | -11% | 9.9% | .
COCCNC(=O)/C(C#N)=C\c1ccc(CNS(=O)(=O)c2ccc(C)cc2)o1 | -1 | 638 | 0% | 8% | 14% | i | 0.4 | 6% | -9% | -0.7% | -9.3%
COc1ccc(/C=C/C(=O)c2ccccc2)cc1COc1ccccc1F | . | . | -2% | -58% | -2% | i | 1.0 | 4% | -5% | 0.9% | -7.3%
O=[N+]([O-])c1ccc(/C=N/n2c(C3CCCCC3)n[nH]c2=S)cc1 | . | . | -1% | 8% | -1% | i | 0.8 | -59% | -2% | -3.9% | -3.5%
CC(C)(C)NC(=O)COc1ccc(CNc2ncn[nH]2)cc1 | 1 | 710 | -4% | -7% | 16% | i | 0.3 | 0% | -4% | 1.0% | -4.7%

4 compounds from above, arranged by heavy-atom count, ascending:
SMILES | Hep lipid drop | Hep lipid drop cells 6.5 µM | LYP phosphatase | HEK293 NOD2/NF-kB | Siah-1 displacement | Myeloid diff MLP | Myeloid diff MLP GFP+ MAC1+ % | AID2073 | NS5 inhibitors | HIV fusion peptide | XIAP displacement | others
C/C(=N\OCC(=O)N/N=C/c1ccccc1O)c1cccs1 | 8 | 790 | 1% | 8% | 4% | i | 1.5 | 11% | -2% | -2.7% | 0.3%
COc1ccc(Cl)c(OC)c1C(=O)NC(=O)Nc1c(F)cc(F)cc1F | -11 | 664 | -2% | 10% | -2% | i | 1.0 | 10% | . | -0.3% | .
COCCNC(=O)/C(C#N)=C\c1ccc(CNS(=O)(=O)c2ccc(C)cc2)o1 | -1 | 638 | 0% | 8% | 14% | i | 0.4 | 6% | -9% | -0.7% | -9.3%
CC(C)C1N=C2c3ccccc3N=C(SCC(=O)c3ccc(O)c(O)c3)N2C1=O (configuration not stated) | . | . | 1% | -28% | 1% | i | 0.9 | -14% | 2% | -0.1% | 0.3%

The list goes on.
SMILES | Hep lipid drop | Hep lipid drop cells 6.5 µM | LYP phosphatase | HEK293 NOD2/NF-kB | Siah-1 displacement | Myeloid diff MLP | Myeloid diff MLP GFP+ MAC1+ % | AID2073 | NS5 inhibitors | HIV fusion peptide | XIAP displacement | others
COc1ccccc1NC(=O)c1cc([N+](=O)[O-])ccc1NCCN1C(=O)CCC1=O | 0 | 687 | 3% | -5% | 4% | i | 0.6 | 18% | -2% | -0.7% | -6.2%
O=C(Nc1ccc(OC(F)F)c(Cl)c1)Nc1ccc2c(c1)OCO2 | -3 | 586 | 4% | -91% | 3% | i | 0.6 | -16% | -13% | -2.3% | -4.1%
CNC(=S)Nc1ccc(Br)cc1 | 1 | 697 | -9% | 4% | 6% | i | 0.2 | -16% | -4% | 2.0% | -4.7%
COC(=O)Nc1nc2ccc(Sc3ccccc3)cc2[nH]1 | -16 | 499 | -7% | 23% | -5% | ? | . | -3% | 2% | 0.0% | -9.5%
COc1ccc(C(C(=O)NCC2CCCO2)N(Cc2cccs2)C(=O)c2snc(C(N)=O)c2N)cc1 (configuration not stated) | -1 | 820 | -5% | 16% | -2% | i | 3.3 | -3% | -10% | -0.5% | .
c1ccc(OCCCCn2cnc3ccccc32)cc1 | 5 | 754 | -4% | -14% | -2% | i | 1.0 | 3% | -6% | -1.2% | -2.3%
Cc1cccc(N(CC(=O)NCc2ccco2)C(=O)CNS(=O)(=O)c2ccc(F)cc2)c1 | -7 | 733 | -8% | -15% | 0% | i | 0.6 | 3% | -8% | 0.7% | .
COc1cccc(N2CCN(C(=O)c3cccc(NC4=NC5CS(=O)(=O)CC5S4)c3)CC2)c1 (configuration not stated) | -36 | 627 | -15% | 8% | -3% | i | 0.7 | 8% | 4% | -0.9% | .
c1ccc(C[n+]2csc3ccccc32)cc1 | . | . | 3% | 4% | 9% | i | 0.7 | -13% | -8% | 1.8% | -1.9%
O=C(NCc1ccccn1)c1cccs1 | 4 | 648 | 0% | 1% | 10% | i | 0.4 | -5% | -1% | 1.4% | 3.0%
NNC(=O)CN1CCCc2ccccc21 | 0 | 674 | -5% | -10% | 4% | i | 0.5 | 1% | 6% | -2.2% | -2.4%
CCc1nnc(NC(=O)CCC(=O)NC2CCCCC2)s1 | . | . | -12% | 7% | -6% | i | 0.7 | -5% | -4% | 1.0% | -7.2%
COc1ccc(OCC(O)CN2CCN(c3ccccc3)CC2)cc1 (configuration not stated) | -13 | 765 | -4% | 8% | -2% | i | 0.2 | -15% | -5% | -0.5% | -5.4%
CCCCN(CCCC)C(=S)NC(=O)c1ccccc1Cl | -13 | 656 | -3% | -6% | 4% | i | 1.7 | -7% | -5% | 46% | -9.1%
CC1CCN(S(=O)(=O)c2cccc(C(=O)O)c2)CC1 | 7 | 827 | -5% | 20% | 4% | i | 6.9 | 9% | 2% | -2.6% | -2.6%

The list is partial (hit frequency here may not be typical).
